Screening results deposited in PubChem by National Center for Advancing Translational Sciences (NCATS).
GAA glycogen = qHTS Assay for Inhibitors and Activators of Human alpha-Glucosidase Cleavage of Glycogen; 300,000 compounds, 0.38% hits; Potency, µM (top dose mostly 76.4 µM), for the others: top-dose activity change, negative = inhibition, actives largely listed as inhibitors; recombinant GAA, glycogen substrate, Amplex Red glucose oxidase fluorescence; AID 2100, 2009; active means well fitted inhibition curve with a large enough effect;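 further: 0% = full enzyme reaction and -100% = no-enzyme basal signal; the screen sought inhibitors and activators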
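qHTS, 1536-well; enzyme 4 nM final; cpd up to 77 uM; substrate bovine liver glycogen 30 ug; 50 mM citrate/phosphate pH 5.0, 0.01% Tween-20; 37 C, 40 min; Amplex Red detection 45 min RT; Hill fit → AC50.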
Starred values were filed as active, the others as inactive; & = joins results of further samples; [ ] = dose if it differs, or a comment. Potency means the concentration at half of the fitted maximal effect. Some of the compounds tested. The share of hits here may be higher or lower than overall.

No. | SMILES | GAA glycogen
1 | NC(=O)CSc1nc2ccc(NC(=O)COc3ccccc3Cl)cc2s1 | -3%[76.3 µM]
2 | COCCN1CC(CNC(=O)c2cc(COc3ccccc3SC)on2)CC1=O (configuration not stated) | -11%[76.3 µM]
3 | COc1cccc(N2C(=O)Nc3ccc(Br)cc3C2(O)C(=O)NCCN(C)C)c1 (configuration not stated) | 1%
4 | Clc1ccc(CNc2cnccn2)cc1Cl | -3%
5 | COc1ccc(/C(N)=N/OC(=O)C2CCCCC2)cc1 | 0%[76.3 µM]
6 | CC(=O)N1CCCC1c1nc2ccccc2n1Cc1ccccc1C (configuration not stated) | -11%[76.3 µM]
7 | CCOc1ccc(S(=O)(=O)N2CCCC(C(=O)NCc3ccccc3)C2)cc1 (configuration not stated) | 11%[76.3 µM]
8 | O=C(O)c1cc(S(=O)(=O)N(Cc2ccccc2)c2ccccc2Cl)ccc1Cl | 2%
9 | CCCCOc1ccc(OCCNC(=O)C2CCCN2C(=O)Nc2ccccc2)cc1 (configuration not stated) | 0%
10 | Cc1nc(C)c(-c2csc(Nc3ncccc3C)n2)s1 | 8%[76.3 µM]
11 | CC(=O)Nc1ccc(NC(=O)CSc2nnc(-c3cc4ccccc4o3)n2C)cc1 | 1%
12 | COc1ccc(-c2cn3c(n2)sc2cc(C(=O)Nc4cccc(SC)c4)ccc23)cc1 | 9%[76.3 µM]
13 | O=C(O)c1ccc(NC(=O)c2ccccc2NC(=O)c2cccc(Br)c2)cc1 | 17%[76.3 µM]
14 | COc1ccc(CN2CCC(n3nccc3NC(=O)CCc3ccccc3)CC2)c(C)c1C | 22%[76.3 µM]
15 | CC(=O)N/C(=N\c1nc(C)cc(C)n1)Nc1ccc(Cl)cc1Cl | 3%
16 | COc1ccc(N2CCN(C(=S)Nc3ccccc3OC)CC2)cc1 | -27%[76.3 µM]
17 | O=C(CSc1ccc(Br)cc1)N1CCOCC1 | 5%
18 | CN1C(=O)C(C)(C)c2cc(S(=O)(=O)N3CCC(C(=O)NCc4ccc(F)cc4)CC3)ccc21 | -17%[76.3 µM]
19 | COc1ccccc1CNC(=O)C1CCCN(c2nn3cc(-c4ccc(F)cc4)nc3s2)C1 (configuration not stated) | -5%[76.3 µM]
20 | COc1ccc(CNC(=O)COc2cc(O)c3c(c2)OC(C)(C)CC3=O)cc1 | -13%[76.3 µM]
21 | COc1ccc(CN(C)c2ccc(-c3nc(-c4ccccc4)no3)cc2[N+](=O)[O-])cc1 | 12%[76.3 µM]
22 | Cc1ccc(NC(=O)Cc2nnc(SCC(=O)NC3CCCC3)n2C)c(C)c1 | 1%
23 | NS(=O)(=O)c1ccc(CNC(=O)Cc2ccccc2[N+](=O)[O-])cc1 | -6%[76.3 µM]
24 | COc1ccc(CCNc2ccc(C(CC(N)=O)NC(=O)c3cc(C)cc(C)c3)cc2[N+](=O)[O-])cc1 (configuration not stated) | 3%[76.3 µM]
25 | O=C(N/N=C/c1ccco1)C1CCCC1 | -3%[76.3 µM]
26 | O=C(NCc1cccc(C(F)(F)F)c1)N1CCN(S(=O)(=O)c2ccccc2F)CC1 | 1%
27 | COc1ccc(CCNC(=O)C2CCN(S(=O)(=O)c3ccc(OC)c(OC)c3)CC2)cc1OC | -16%
28 | CN(CCCC(=O)NCc1ccccc1)S(=O)(=O)c1ccc([N+](=O)[O-])cc1 | 3%[76.3 µM]
29 | N#CC1=C(N)OC2=C(C(=O)CCC2)C1c1cc2c(cc1Br)OCO2 (configuration not stated) | -3%[76.3 µM]
30 | O=C(NC(=S)NC1CCCCC1)c1ccccc1 | 7%[76.3 µM]
31 | Cc1cc(C)cc(N(CC(=O)NC2CCCC2)C(=O)CCC(=O)Nc2nccs2)c1 | 3%[76.3 µM]
32 | CCCc1cc(=O)n2[nH]c(-c3ccc(Cl)cc3)cc2n1 | 0%[76.3 µM]
33 | Cc1ccccc1CC(=O)Nc1ccc2c(C)cc(=O)oc2c1 | 0%[76.3 µM]
34 | COc1cc(-c2cc(-c3ccccc3)nc(SCC(=O)O)c2C#N)cc(OC)c1OC | 7%
35 | Cc1ccc(Cl)cc1NC(=O)[C@@H]1CCC(=O)N1C1OC(=O)c2ccccc21 (some centres not stated) | -3%[76.3 µM]
36 | O=C(c1ccco1)N1CCN(Cc2nnc(-c3cccc(Br)c3)o2)CC1 | 4%
37 | COc1ccc(CNC(=O)CCCNC(=O)c2ccc(Cl)cc2)cc1OC | -11%
38 | Cc1cc(=O)oc2c3c(cc(OCC(=O)N[C@@H](CC(C)C)C(=O)O)c12)OC(C)(C)CC3 | 7%
39 | COc1cccc(C(C(=O)NC(C)(C)C)N(Cc2ccc(C)cc2)C(=O)CCC(=O)Nc2cc(C)on2)c1OC (configuration not stated) | -4%[76.3 µM]
40 | Cc1ccc(S(=O)(=O)Nc2ccc(S(=O)(=O)Nc3nccs3)cc2)c([N+](=O)[O-])c1 | 4%[76.3 µM]
41 | CC(=O)c1cnc2nc(SCc3ccccc3C)nn2c1C | 16%[76.3 µM]
42 | COc1ccc(C)cc1S(=O)(=O)NCCN1CCOCC1 | 0%
43 | CCN(CC1CCCO1)C(=O)CCc1nnc(CCc2ccc(OC)cc2)o1 (configuration not stated) | -9%[76.3 µM]
44 | CC(C)C[C@H]1CN=C(Nc2ccccc2)N1CCC1CCCCC1 | 24%[76.3 µM]
45 | COc1ccc(C(=O)Nc2ccc3nc(SCC(=O)N4CCc5ccccc54)sc3c2)cc1 | 12%[76.3 µM]
46 | COc1cc(NC(=O)Nc2cc(C)on2)cc(OC)c1OC | -8%
47 | C=C(C)COc1ccc(-c2ncncc2-c2ccccc2OC)c(O)c1 | -14%
48 | COc1cc(C(=O)N2CCC(c3nc4ccccc4s3)CC2)cc(OC)c1OC | 11%[76.3 µM]
49 | COc1ccc(C2=NN(CCC(=O)NC3CCC(C)CC3)C(=O)CC2)cc1 (configuration not stated) | -7%[76.3 µM]
50 | COCCNC(=O)CN1C(=O)NC(c2ccccc2)(c2ccccc2)C1=O | -5%
51 | CC(=O)NC(CC(=O)OCc1ccc([N+](=O)[O-])cc1)c1ccccc1 (configuration not stated) | 1%
52 | CC1CN(S(=O)(=O)c2ccc(C(=O)N(CCCN(C)C)c3nc4c(Cl)cccc4s3)cc2)CC(C)O1 (configuration not stated) | -1%[76.3 µM]
53 | Cc1ccc(NC(=O)CSc2sc3c(O)cc(=O)[nH]c3c2C#N)c(F)c1 | -2%
54 | COc1ccccc1NC(=O)c1ccc2c(c1)C(=O)N(Cc1ccco1)C2=O | -5%[76.3 µM]
55 | Cc1ccc(OC(=O)CSc2nnc(-c3cccs3)o2)c(C)c1 | 4%[76.3 µM]
56 | O=C1C(Cl)=C(NC(=O)c2ccccc2)C(=O)C(Cl)=C1NC(=O)c1ccccc1 | -3%
57 | CCCn1c(C)nnc1SCC(=O)NC1CCCCC1 | 2%[76.3 µM]
58 | O=C(O)CN1C(=O)/C(=C\c2cccc(OCc3ccccc3)c2)SC1=S | -6%[76.3 µM]
59 | COc1ccc(N(CC(=O)NCc2ccc(F)cc2)C(=O)c2snc(C(N)=O)c2N)cc1OC | -6%[76.3 µM]
60 | COc1ccc2oc(C(=O)N3CCN(c4ncccn4)CC3)c(C)c2c1 | 2%[76.3 µM]

The results go on:
No. | SMILES | GAA glycogen
61 | c1ccc(C2CSc3ccccc3N2)cc1 (configuration not stated) | 1%
62 | O=C(CCc1ccccc1)NC1C2CC3CC(C2)CC1C3 (configuration not stated) | 0%[76.3 µM]
63 | O=C(NCCc1cnccn1)C1CCC(=O)N(Cc2ccc(Cl)cc2)C1 (configuration not stated) | 1%[76.3 µM]
64 | COc1ccc2cc(C(=O)N3CCN(c4ccccc4F)CC3)[nH]c2c1 | -11%
65 | O=C(O)c1cccc2c3c([nH]c12)CCCC3 | 15%[76.3 µM]
66 | COc1ccc(Cn2c(=O)c3oc4ccccc4c3n(Cc3cccc(F)c3)c2=O)cc1 | -4%[76.3 µM]
67 | CC(=O)Nc1ccc(S(=O)(=O)N2CCCC2)cc1 | -5%[76.3 µM]
68 | Cc1ccc(C(=O)NCCNS(=O)(=O)c2ccccc2[N+](=O)[O-])cc1 | -2%[76.3 µM]
69 | Cc1ccc(C23CC4CC(CC(C(=O)NC(C)C)(C4)C2)C3)cc1 | 11%[76.3 µM]
70 | CCOc1ccccc1/C=N/Nc1nc2ccccc2o1 | 0%
71 | CCOC(=O)C1CCN(C(=O)C(=O)c2cn(CC(=O)N3CCCCCC3)c3ccccc23)CC1 | -8%[76.3 µM]
72 | CCCN1CCC(NCC(C)c2ccccc2)CC1 (configuration not stated) | 8%[76.3 µM]
73 | O=C(COc1ccccc1)Nc1c2c(nn1-c1ccccc1)CS(=O)(=O)C2 | -6%[76.3 µM]
74 | Cc1ccc(CNC(=O)c2c(-c3ccccc3Cl)noc2C)cc1 | -1%
75 | CCN(Cc1ccccc1)C(=O)C1CCN(c2ncnc3c2nc2n3CCCCC2)CC1 | -6%&-5%[76.3 µM]
76 | CC(=O)N(C1=C(N)C(=O)c2ccccc2C1=O)c1ccccc1 | 3%
77 | Cc1oc2ccc(O)cc2c1C(=O)c1ccccc1 | -3%[76.3 µM]
78 | CCOC(=O)C1CCN(S(=O)(=O)c2ccc3oc(=O)ccc3c2)CC1 | 2%
79 | COc1ccc(C)cc1NC(=O)C1CCCN(S(=O)(=O)c2ccc3c(c2)CCCN3C(C)=O)C1 (configuration not stated) | -2%[76.3 µM]
80 | Cc1cnc(CNC(=O)C2CCC(=O)N(CCc3ccc(Cl)cc3)C2)cn1 (configuration not stated) | -2%[76.3 µM]
81 | Cc1ccc(C)c(N2CCN(S(=O)(=O)c3ccc4[nH]c(=O)ccc4c3)CC2)c1 | -5%[76.3 µM]
82 | COc1cccc(C(=O)OCCNC(=O)c2cccnc2)c1 | -3%
83 | CCc1ccc(NC(=O)c2sc(-n3nc(C)c(CCC(C)C)c3C)nc2C)cc1 | -6%[76.3 µM]
84 | C=CCNc1nc(Cl)nc(NCc2ccco2)n1 | 16%[76.3 µM]
85 | CC(NC(=O)CN(c1ccc(Br)cc1)S(C)(=O)=O)c1ccccc1 (configuration not stated) | 15%[76.3 µM]
86 | COc1ccc(Cn2c(C(=O)O)c(CNCc3ccc(C)o3)c3ccc(OC)cc32)cc1 | -6%[76.3 µM]
87 | Cc1ccccc1CC(=O)Nc1sc(C(C)C)cc1C(=O)N1CCOCC1 | 3%[76.3 µM]
88 | Cc1ccc(OCC(=O)NCCCNC(=O)c2ccco2)cc1 | -7%
89 | Cc1nc2sccn2c(=O)c1S(=O)(=O)NCCc1ccccc1 | 23%[76.3 µM]
90 | O=C(NCC1CCCO1)/C(=C/c1ccccc1F)NC(=O)c1ccccc1 (configuration not stated) | 5%

Shown field by field: 4 of the compounds above.
7	CCOc1ccc(S(=O)(=O)N2CCCC(C(=O)NCc3ccccc3)C2)cc1 (configuration not stated)
  GAA glycogen: 11%[76.3 µM]

8	O=C(O)c1cc(S(=O)(=O)N(Cc2ccccc2)c2ccccc2Cl)ccc1Cl
  GAA glycogen: 2%

9	CCCCOc1ccc(OCCNC(=O)C2CCCN2C(=O)Nc2ccccc2)cc1 (configuration not stated)
  GAA glycogen: 0%

10	Cc1nc(C)c(-c2csc(Nc3ncccc3C)n2)s1
  GAA glycogen: 8%[76.3 µM]

Numbers 61 to 65 from above:
No. | SMILES | GAA glycogen
61 | c1ccc(C2CSc3ccccc3N2)cc1 (configuration not stated) | 1%
62 | O=C(CCc1ccccc1)NC1C2CC3CC(C2)CC1C3 (configuration not stated) | 0%[76.3 µM]
63 | O=C(NCCc1cnccn1)C1CCC(=O)N(Cc2ccc(Cl)cc2)C1 (configuration not stated) | 1%[76.3 µM]
64 | COc1ccc2cc(C(=O)N3CCN(c4ccccc4F)CC3)[nH]c2c1 | -11%
65 | O=C(O)c1cccc2c3c([nH]c12)CCCC3 | 15%[76.3 µM]

Next section.
No. | SMILES | GAA glycogen
91 | OCc1cn(-c2ccccc2)nc1-c1ccc(Br)cc1 | -16%[0.611 µM]
92 | Cc1ccccc1C(=O)Nc1ccnn1C1CCN(Cc2cnn(C)c2)CC1 | -7%[76.3 µM]
93 | CCCCn1c(=O)[nH]c(=O)c2c1nc(-c1ccc(-c3ccccc3)cc1)n2C | -14%
94 | COc1ccc(C(CNC(=O)COc2ccccc2C)N2CCCC2)cc1 (configuration not stated) | -4%[76.3 µM]
95 | COc1cccc(NC(=O)N2CCC(NC(=O)C(Cc3ccccc3F)NC(C)=O)CC2)c1 (configuration not stated) | 0%
96 | CCc1cc2c(-c3ccccc3)cc(=O)oc2cc1OCC(C)=O | -4%[76.3 µM]
97 | COCCNC(=O)c1onc(CSc2nc3ccccc3[nH]2)c1C(=O)NCCOC | 12%[76.3 µM]
98 | O=c1[nH]c(C2CCCN(S(=O)(=O)c3cccc(F)c3)C2)nc2c1nnn2Cc1ccccc1 (configuration not stated) | -10%
99 | CCOc1ccc(-c2cc(C(=O)N/N=C(\C)c3cccnc3)c3ccccc3n2)cc1 | 0%[76.3 µM]
100 | COC(CN(C)C(=O)c1cn(C)c2ccc(S(=O)(=O)N(C)C3CCCCC3)cc2c1=O)OC | -2%[76.3 µM]
101 | CCC(C)Sc1nc2c(cnn2-c2ccc(F)cc2)c(=O)[nH]1 (configuration not stated) | -1%
102 | Cc1ccc(C)c(OCc2cc(C(=O)N3CCc4sccc4C3)no2)c1 | -6%[76.3 µM]
103 | Cc1ccc(NC(=O)Cn2c(O)c(N=NC(N)=S)c3ccccc32)cc1 | -3%
104 | CC(C)C(=O)Nc1cccc(NC(=S)NC(=O)c2ccc3c(c2)OCO3)c1 | 0%[76.3 µM]
105 | CCN(CC)CCNC(=O)CNC(=O)c1nn(-c2ccc(OC)cc2)c(=O)c2ccccc12 | -2%
106 | COc1ccc(C(C(=O)NCCC(C)C)N(CCO)C(=O)c2snc(C(N)=O)c2N)cc1 (configuration not stated) | 4%[76.3 µM]
